ABHD5-PLIN5 inh – ABHD5-PLIN5 interaction inhibitors, primary screen, cell lysate, split luciferase complementation, luminescence | Perilipin-5 (Homo sapiens) + 1-acylglycerol-3-phosphate O-acyltransferase ABHD5 (Homo … | Split G. princeps luciferase complementation, 4 h | inhibition, % at 4 µM | actives 0.78% (n = 360,000);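 active = inhibition above the mean inhibition across every tested compound plus 3 SD, cut at about 22% in these data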;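 note: 0% = DMSO only wells and the 100% control is not disclosed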
Cardio protect – cardioprotection against H2O2-induced cell death, primary screen, uHTS, H9c2 cells, ATPLite luminescence. protection from H2O2 cell death, % at 20 µM. H9c2 cardiomyocytes, H2O2 injury protection, 2 h. actives 0.63% (n = 360,000). AID 588492, 2011;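 active = compounds giving at least 50% protection of heart cells from peroxide-induced death in the single-dose screen, raw or plate-pattern-corrected value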;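 note: 0% = DMSO wells with peroxide and 100% = DMSO wells without peroxide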
SRC2 inh – inhibition of GAL4-SRC2 driven luciferase reporter, primary screen, SRC2 inhibitor project, cell-based, luminescence; actives 0.17% (n = 370,000); HEK293 GAL4-SRC2 luciferase reporter; Nuclear receptor coactivator 2 (Homo sapiens), Q15596; inhibition, % at 9 µM;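 active = inhibition above the mean inhibition of all tested compounds plus 3 SD, set per campaign, cut at about 52% in these data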;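 note: 0% = DMSO treated cells and 100% = cells given Gossypol at 36 µM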
HTR2A ag – mouse Htr2a agonists via beta-arrestin recruitment, primary screen, cell-based, luminescence. 5-hydroxytryptamine receptor 2A (Mus musculus), P35363. CHO-K1 mHTR2A beta-arrestin complementation; percent of 30 µM serotonin response. activation, % at 7.6 µM. actives 0.66% (n = 360,000). AID 624169, 2012;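 active = activation above a run cutoff, the mean activation of all tested compounds plus 3 SD, cut at about 14% in these data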;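 note: 0% = plate median of compound wells and 100% = 30 µM serotonin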
NOD2-RIPK2 inh – NOD2-RIPK2 binding disruptors in cells, primary screen, fluorescence, CHO cells, BLA complementation; Receptor-interacting serine/threonine-protein kinase 2 (Homo sapiens), O43353; CCF4 ratio; inhibition, % at 4.98 µM; actives 0.38% (n = 360,000); in the data active = inhibition above about 21%;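 note: 0% = vehicle only and 100% = reference blocker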
MC4R barr agon – MC4R agonists recruiting beta-arrestin, primary screen, cell-based, luminescence, agonist arm of biased-ligand search; Melanocortin receptor 4 (Homo sapiens), P32245; U2OS MC4R beta-arrestin complementation; percent of melanotan II response, DMSO zero; activation, % at 8.9 µM; actives 0.98% (n = 360,000); AID 540308, 2011;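 active = activation above a per-plate cutoff, the mean activation of sample wells on that plate plus 3 SD, cut at about 8% in these data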
ABCB6 inh MLPCN – ABCB6 transporter inhibitors, primary screen, K562-ABCB6 cells, flow cytometry, MLPCN library; ATP-binding cassette sub-family B member 6 (Homo sapiens), Q9NP58; K562-ABCB6 porphyrin accumulation, 1 h; hits give low values; fluorescence ratio to DMSO, % at 10 µM; actives 0.19% (n = 360,000);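 active = fluorescence ratio to DMSO below 75%, the collection mean minus 3 SD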;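 note: signal is porphyrin accumulated inside mitochondria; 100% equals median channel fluorescence of DMSO control wells; lower ratio means ABCB6 inhibition with less porphyrin fluorescence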
MC4R antag cAMP – MC4R antagonists of cAMP signaling, primary screen, cell-based, TR-FRET, antagonist arm of biased-ligand search. Melanocortin receptor 4 (Homo sapiens), P32245. MC4R-expressing cells, MTII-stimulated cAMP, LANCE TR-FRET. inhibition, % at 6.5 µM. actives 0.48% (n = 360,000). AID 540295, 2011;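 active = inhibition above its plate's cutoff, the mean of tested wells on that plate plus 3 SD, cut at about 29% in these data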;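 note: 0% = Melanotan II alone and 100% = Melanotan II plus saturating MCL0020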
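Material: human MC4R-expressing U2OS cells. Probe or stimulus: Melanotan II challenge. Dosing: 6.5 µM single dose. Times: 30-min compound, 1-h challenge, 1-h detection, room temperature. Technique: TR-FRET with Eu-cAMP and labeled anti-cAMP, 671 nm. Replication: singlicate.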
TLR9-MyD88 block – inhibitors of TLR9-MyD88 association in cells, primary screen, cell-based, CHO, BLA complementation, fluorescence; Toll-like receptor 9 (Homo sapiens) + Myeloid differentiation primary response protein …; CCF4 FRET ratio; inhibition, % at 4.98 µM; actives 0.21% (n = 340,000);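 active = inhibition above the mean over all tested compounds plus 3 SD, cut at about 21% in these data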;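 note: 0% = DMSO only wells and 100% = clavulanate BLA inhibitor control wells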
Target sequence (Q99836 whole entry, looked up): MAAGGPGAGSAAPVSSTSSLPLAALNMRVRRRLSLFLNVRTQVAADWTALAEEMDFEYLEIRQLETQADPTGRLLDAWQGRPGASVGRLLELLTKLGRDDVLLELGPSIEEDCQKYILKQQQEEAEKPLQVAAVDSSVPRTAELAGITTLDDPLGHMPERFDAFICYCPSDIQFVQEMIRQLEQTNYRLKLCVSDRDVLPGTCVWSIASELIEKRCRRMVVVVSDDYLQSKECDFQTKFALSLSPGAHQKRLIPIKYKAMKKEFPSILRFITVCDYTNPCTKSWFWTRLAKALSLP
Target sequence (Q9NR96 whole entry, looked up): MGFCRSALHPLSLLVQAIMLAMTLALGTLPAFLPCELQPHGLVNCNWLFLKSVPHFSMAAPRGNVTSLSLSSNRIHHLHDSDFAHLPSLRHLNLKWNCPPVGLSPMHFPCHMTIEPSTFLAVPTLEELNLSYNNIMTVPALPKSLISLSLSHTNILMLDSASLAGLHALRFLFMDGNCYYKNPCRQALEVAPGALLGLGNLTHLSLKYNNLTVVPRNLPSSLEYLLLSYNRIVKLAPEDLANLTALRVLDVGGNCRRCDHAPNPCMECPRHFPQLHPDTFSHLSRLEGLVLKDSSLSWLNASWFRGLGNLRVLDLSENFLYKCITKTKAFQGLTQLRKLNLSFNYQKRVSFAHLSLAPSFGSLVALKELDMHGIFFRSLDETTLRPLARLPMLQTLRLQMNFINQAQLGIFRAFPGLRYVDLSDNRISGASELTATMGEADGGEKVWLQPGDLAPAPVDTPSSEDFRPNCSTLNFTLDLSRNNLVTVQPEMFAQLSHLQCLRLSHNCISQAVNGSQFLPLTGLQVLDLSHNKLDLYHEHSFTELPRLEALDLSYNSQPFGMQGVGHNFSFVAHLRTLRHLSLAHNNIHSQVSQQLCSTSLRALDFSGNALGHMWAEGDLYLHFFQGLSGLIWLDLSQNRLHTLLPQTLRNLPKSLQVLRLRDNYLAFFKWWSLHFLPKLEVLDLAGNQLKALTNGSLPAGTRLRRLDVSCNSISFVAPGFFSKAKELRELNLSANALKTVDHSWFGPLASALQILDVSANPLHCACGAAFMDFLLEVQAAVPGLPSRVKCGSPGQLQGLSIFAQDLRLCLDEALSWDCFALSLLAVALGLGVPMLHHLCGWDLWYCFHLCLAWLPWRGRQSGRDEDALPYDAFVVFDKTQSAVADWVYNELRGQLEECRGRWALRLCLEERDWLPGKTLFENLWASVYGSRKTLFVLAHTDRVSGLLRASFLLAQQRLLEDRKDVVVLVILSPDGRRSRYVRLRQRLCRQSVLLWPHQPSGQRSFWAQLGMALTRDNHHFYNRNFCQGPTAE
Glyco luc inh – increase of ERlucT glycosylation luciferase signal, primary screen, N-linked glycosylation inhibitor project, D54 ERlucT cells, luminescence, set 2 | AID 588692, 2011 | actives 0.23% (n = 360,000) | reporter increase, % at 12.5 µM | D54 ERlucT glycosylation luciferase reporter, 24 h; percent of 100 nM tunicamycin response;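 active = mean luciferase reporter signal, scaled so untreated is 0 and the glycosylation-blocking control 100, at or above a set limit in every replicate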;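 note: luciferase carries N-glycosylation sites so blocking glycosylation raises the light; 0% = median of neutral control wells and 100% = median of 100 nM tunicamycin wells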
* = called active by the depositor; . = no result given. Some of the compounds tested; rates above refer to the full screens.

no.	SMILES	ABCB6 inh MLPCN	NOD2-RIPK2 inh	TLR9-MyD88 block	Cardio protect	SRC2 inh	MC4R barr agon	Glyco luc inh	ABHD5-PLIN5 inh	MC4R antag cAMP	HTR2A ag
1	COc1ccc(-c2cnnn2-c2ccc(NC(=O)/C=C/c3ccc(OC)c(OC)c3)cc2)cc1	97	-9	-3	2	-21	-0.1	1	-2	1	0
2	O=C(NCc1ccc(F)cc1)c1cc2n(n1)C(C(F)(F)F)CC(C1CC1)N2 (configuration not stated)	104	1	-6	-6	-5	-0.7	2	-8	-5	-2
3	COc1ccc(C(=O)N2c3ccccc3C=CC2C#N)cc1 (configuration not stated)	95	10	-3	-3	8	-4.0	7	-2	0	2
4	Cc1cc(Cl)ccc1NC(=S)N1CCN(Cc2ccc3c(c2)OCO3)CC1	95	-5	6	-12	-35	3.3	1	2	18	1
5	O=C(CCn1cnc2ccccc2c1=O)Nc1ccc(Cl)c(Cl)c1	88	-4	1	-8	-1	-2.4	2	-8	3	-1
6	O=C(O)c1ccc(CNCc2c(Cl)cccc2Cl)cc1	105	0	2	6	26	-1.2	0	-6	5	1
7	Cc1ccc(Cl)cc1NC(=O)CCn1cccc1	117	-3	-7	2	6	0.9	4	2	4	-4
8	O=C(CC1NC(=O)NC1=O)Nc1ccc(Cl)cc1 (configuration not stated)	97	0	4	-1	4	-3.3	4	-1	13	3
9	CN(C(=O)C1CC1)C1CCS(=O)(=O)C1 (configuration not stated)	98	-5	3	3	-14	-2.0	2	0	-10	0
10	O=C(c1ccc(F)cc1)c1cc2ccc(O)cc2oc1=O	90	-1	-10	1	-24	-1.6	4	-1	4	-4
11	COc1cc(NS(=O)(=O)c2ccc(NC(=S)NC(=O)c3sc4ccccc4c3Cl)cc2)nc(OC)n1	96	7	-2	0	-8	2.5	4	1	3	1
12	COc1cc(C)c(NC(c2ccccc2)c2ccccc2)cc1OC	94	-2	11	0	7	-1.6	-2	2	10	-6
13	Cc1[nH]n(-c2ccccc2)c(=O)c1C(C[N+](=O)[O-])c1ccc(Br)cc1 (configuration not stated)	82	8	-6	-38	16	1.9	1	14	-5	-5
14	O=C(Nc1ccc(N2CCN(Cc3ccccc3)CC2)cc1)c1cccnc1	98	-10	11	-4	-21	0.2	-3	1	8	1
15	CC(C)Cc1ccc(S(=O)(=O)N2CCN(c3ccccn3)CC2)cc1	95	-12	-7	-11	8	-2.1	-1	-2	-6	4
16	Cc1ccc(-c2cnc3cccnn23)cc1F	97	-3	.	-6	-17	-1.2	-1	9	5	-2
17	CCN(C(=O)CCCCC(=O)N(CC)c1ccccc1)c1ccccc1	101	9	-4	7	-23	-0.5	-1	3	2	0
18	CCC(CC)C(=O)Nc1cc(OC)c(OC)cc1C(=O)O	89	-7	0	13	11	-0.5	0	3	6	5
19	CS(=O)(=O)N(CC(=O)N1CCCC1)c1ccc(Cl)cc1Cl	80	13	-5	6	10	-2.5	3	6	11	-3
20	O=c1ccnc(Nc2ccc3c(c2)OCCO3)[nH]1	103	-9	.	9	-18	0.0	-3	1	-1	4
21	CC(Oc1ccccc1)C(=O)N1CCN=C1SCc1cccc(F)c1 (configuration not stated)	98	-2	3	-5	6	-2.0	-2	-1	12	7
22	Cc1ccc2nc(C)/c(=N\O)c(C)nc2c1	108	-3	5	-1	-21	-0.8	-2	8	0	-6
23	O=C1/C(=C/c2cccs2)SC(=S)N1CCC(=O)N1CCCCC1CCO (configuration not stated)	96	-1	-1	-4	-39	-2.4	-3	5	3	2
24	CCCS(=O)(=O)N1CCN(Cc2ccc([N+](=O)[O-])cc2)CC1	97	-2	9	4	2	0.5	2	-1	0	2
25	CC(C)N(C(=O)CSc1nc(COc2ccccc2)nc2ccccc12)C(C)C	98	-5	-4	20	-3	-0.3	-6	0	-2	2
26	CC(=O)Nc1cccc(NC(=O)CCc2ccccc2)c1	98	-7	2	1	-13	-0.9	2	2	14	8
27	CCc1c(C)sc(NC(=O)c2cccs2)c1C#N	99	-12	0	-15	-50	-3.7	0	24*	7	-4
28	COCCCN1C(=O)c2ccc(C(=O)Nc3ccccc3OC)cc2C1=O	98	-15	3	6	1	-0.2	1	-3	8	5
29	CC(=O)c1ccc(NC(=O)C2(c3ccccc3)CCOCC2)cc1	146	2	-7	-2	-58	-0.5	0	-6	-1	-6
30	O=C(C1Cc2ccccc2CN1S(=O)(=O)c1ccc(F)cc1)N1CCCCC1 (configuration not stated)	98	-6	0	5	-26	-0.2	0	-4	-6	-1
31	Cc1cccc(Cc2nc3ccccc3[nH]2)c1	90	1	-4	-5	-12	-1.9	-1	-1	-6	-3
32	COc1cc(/C=N/NC(=O)c2c(C)nnn2-c2nonc2N)ccc1O	95	-7	-1	1	-7	0.3	1	6	-2	5
33	O=C(COc1ccccc1Cl)NCCNC(=O)c1ccco1	93	7	-2	6	4	0.8	2	-2	18	-2
34	CCOC(=O)CNC(=O)CSc1nnc(-c2ccccc2)c(-c2ccccc2)n1	101	-10	0	-13	0	0.7	-3	-5	28	1
35	CC(C)Cc1nc2n[nH]c(N)c2c2c1CCCC2	122	-6	9	3	-6	0.6	2	-2	5	6
36	COc1cccc(-c2nnc(-c3ccco3)o2)c1	67*	1	2	-8	-57	-0.1	-12	-2	-3	-1
37	NC(N)=NC(N)=Nc1cccc2ccccc12	78	9	5	2	-7	-0.4	6	-6	4	-5
38	COc1ccc(C(=O)Nc2ccc(-c3n[nH]c(=S)o3)cc2)cc1	88	-3	-3	-5	-8	-2.9	4	-8	8	3
39	COc1ccc(-c2cc3nc[nH]c(=O)c3s2)cc1	97	-9	-3	-26	-65	-0.6	-6	6	10	0
40	O=C(Oc1cc(Cl)ccc1Cl)c1ccc(N2CCOCC2)c([N+](=O)[O-])c1	94	-22	-5	-13	-34	-2.0	-1	3	7	-1
41	O=C(CCC(=O)N(CC(=O)NC1CCCCC1)c1ccc(F)cc1)Nc1nccs1	96	-1	8	-6	2	-2.3	2	10	16	-7
42	O=C(NC1CC1)c1cccc(NC(=O)c2cn3ccccc3n2)c1	105	-3	11	-8	-50	4.5	-3	1	-4	-2
43	O=C(CCNS(=O)(=O)c1cccs1)N1CCCCCC1	91	-8	-1	2	-68	-1.3	-2	3	4	-2
44	CCCCN(CC)CCCNC(=O)c1cn(-c2ccc(OC)cc2)c(=O)c2ccccc12	96	-1	6	2	-9	-0.6	-1	2	3	-4
45	CCOC(=O)c1cnn2c(C(F)(F)F)cc(-c3cn(C)nc3C)nc12	114	-5	4	20	13	-1.0	7	0	6	1
46	Cc1csc(C(C)N(C)C(=O)CCc2nnc(CCc3ccccc3)o2)n1 (configuration not stated)	97	0	-1	-2	-45	1.2	-2	0	29*	2
47	O=C(N/N=C\c1cc(Br)c(Br)o1)c1cncc(Br)c1	98	4	4	42	13	-0.1	6	-6	-3	-7
48	C=CCn1cc(C(=O)OCC)c(=O)c2cc(F)c(F)cc21	99	-3	.	-1	11	-0.2	0	-1	9	-1
49	COc1ccc(/C(O)=C2/C(=O)C(=O)N(CCCN(C)C)C2c2ccc(Cl)cc2)cc1OC (configuration not stated)	103	4	5	8	-10	-1.8	-1	-1	-1	-4
50	O=S1(=O)CCC(NS(=O)(=O)c2ccc3ccccc3c2)C1 (configuration not stated)	95	-9	3	0	16	-1.9	0	6	7	4
51	COc1cccc2c1C(=O)c1c(O)c3c(c(O)c1C2=O)C[C@](O)(C(C)=O)C[C@H]3O[C@@H]1C[C@@H](N)[C@@H](O)[C@@H](C)O1	575	-2	-3	-21	47	-1.6	-14	11	-19	2
52	Cn1ccnc1SCC(=O)c1ccc(Cl)cc1	104	-4	4	10	-18	-0.8	1	-5	3	-2
53	O=C(NNC(=O)c1ccccc1-n1cccc1)c1cccnc1	102	-7	-10	-1	10	-1.0	0	-1	7	3
54	CCOc1ccc(NC(=O)CN(C)Cc2cc(=O)n3c(-c4ccccc4)csc3n2)cc1OCC	93	-4	-13	-2	-8	-1.5	-1	-1	-2	1
55	N#CC(c1ccc(Cl)nn1)c1c(F)cccc1Cl (configuration not stated)	102	-12	4	-6	10	-0.9	0	3	-3	0
56	CCC(=O)/C=C1\Sc2ccccc2N1CC	101	1	6	0	-30	-1.1	2	-4	16	-4
57	O=C(NCCc1ccc(F)cc1)C(=O)NCC1CCCN1S(=O)(=O)c1ccccc1 (configuration not stated)	94	4	-7	34	4	-3.2	14	2	-14	6
58	CN1CCCC(CC2c3ccccc3Sc3ccccc32)C1 (configuration not stated)	95	-6	-5	6	0	-0.7	2	15	4	2
59	CNC(=O)c1cn2c3c(ccc(Cl)c3c1=O)OC(C)C2 (configuration not stated)	93	-3	-7	1	19	0.1	5	6	10	-1
60	Cc1cc(C)nc(SCC(=O)Nc2ccc(N3CCOCC3)c(Cl)c2)n1	96	-4	0	-37	8	-1.1	-1	4	-5	1

New compounds follow:
no.	SMILES	ABCB6 inh MLPCN	NOD2-RIPK2 inh	TLR9-MyD88 block	Cardio protect	SRC2 inh	MC4R barr agon	Glyco luc inh	ABHD5-PLIN5 inh	MC4R antag cAMP	HTR2A ag
61	CC(=O)Nc1ccc2c(CSc3nnc(N)s3)cc(=O)oc2c1	89	-12	-7	19	8	-0.4	3	-4	-2	-10
62	COc1cccc(C(=O)/C=C/Nc2ccc(S(=O)(=O)Nc3onc(C)c3C)cc2)c1	98	4	-1	3	-61	-2.3	4	-3	5	1
63	O=C(N/C(=C\c1cccs1)C(=O)N1CCOCC1)c1ccco1	101	-4	4	7	-2	-3.4	1	-1	-2	2
64	Cc1cccc(C)c1NC(=O)COC(=O)c1c(C)nn(-c2ccccc2)c1C	100	-6	-22	-2	-11	-0.2	1	-2	13	-6
65	Cc1ccccc1OCc1nnc(SCC(=O)Nc2ccc3c(c2)oc2ccccc23)n1C	79	-11	-5	-4	-18	-0.6	-1	-2	-18	-3
66	c1ccc(Oc2cc(-n3cccn3)ncn2)cc1	101	-12	2	3	-61	0.5	-1	-5	-2	-3
67	CCNC(=O)Nc1cc2nc(C)n(Cc3ccc(Br)cc3)c2nc1C	95	-3	0	-4	-18	1.9	2	7	1	2
68	Cc1cc(OCc2nnc(SC(C)C(=O)O)n2-c2ccccc2)ccc1Cl (configuration not stated)	94	-6	5	0	4	-2.0	0	-9	4	-1

From PubChem
